Screening data deposited in PubChem BioAssay by several laboratories.
Autophagy mod = alters autophagy in cells; calls only at 10 µM (by protocol); 190,000 compounds, 0.98% hits; MEF GFP-LC3 puncta imaging; test concentration mostly 10 µM;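 active = percentage of spot-positive cells more than 3 SD above its plate mean, without a fluorescence outlier flag or 80% toxicity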;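 note: spot-positive cell cutoff set from DMSO-treated cells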
Dynein transport = blocks dynein driven cargo transport along microtubules; 3617.4 mouse cells, GR-EGFP nuclear translocation imaging; test concentration mostly 20 µM; stimulated with dexamethasone, 1 µM; stronger effect = lower value; z-score, hits read low; 220,000 compounds, 0.47% hits; AID 1381;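 active = plate z-score of nuclear minus cytoplasmic receptor signal below a set negative limit, without overly bright fluorescence or cell loss, cut at about -3.5 in these data, passing the limit was not always enough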;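 note: z-score of nuclear minus cytoplasmic ring GR-EGFP intensity difference per well; some compounds called inactive have numbers as strong as hits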
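Buffer or medium – tet-free medium with charcoal-stripped serum · Signal – automated 10x imaging of fixed Hoechst-stained cells · Also added – dexamethasone agonist, 1.0 µM final, for 30 min · Incubation – induction 48 h, compound 1 h, agonist 30 min · Read-out – GR-EGFP nuclear translocation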
Insulin prom up = MIN6 insulin promoter up-regulation; MIN6 insulin promoter-GFP reporter, high-content imaging; stronger effect = higher value; z-score at 5 µM; 190,000 compounds, 0.3% hits;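 active = z-score above 3 at 5 µM with at least 500 cells counted in the well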
b-catenin transl = beta-catenin nuclear translocation modulation; nuclear translocation activity, % at 5 µM; HeLa beta-catenin nuclear translocation, immunofluorescence imaging; 190,000 compounds, 0.3% hits; AID 1665;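 active = nuclear translocation activity above 50% at 5 µM, with a well cell count of 50 or more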;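 note: per-cell ratio of nuclear to cytoplasmic median beta-catenin stain intensity; plate controls were DMSO negative control for no effect and GSK-3 inhibitor IX positive control for full effect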
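Read-out: Nuclear/cytoplasmic beta-catenin signal ratio, % activation | Assay system: Human HeLa cell line | Times: 24 h compound exposure at 37°C, 5% CO2 | Signal: Fluorescence imaging of beta-catenin antibody stain plus DAPI | Dosing: 5 µM primary, 0.02–20 µM confirmation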
Yfh1-off respiration = enhancers of respiration in Yfh1-depleted yeast, dose response, Friedreich's ataxia, plus single-dose screen (AID 1465); one-dose fold induction at 50 µM; EC50 in µM for titrated hits; S. cerevisiae Yfh1-off respiration, WST-1 reduction, 72 h; higher fold induction means a stronger effect; 220,000 compounds, 0.074% hits;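 active = fold induction of absorbance versus untreated yeast above a set limit, then at least 30% activation at any dose in follow-up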;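 note: activators that raise dye reduction in frataxin-depleted yeast; strong numbers were not always called active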
WT yeast gro inh = growth inhibition of WT yeast, mitochondrial fusion screen. inhibition, % at 10 µM. AID 1362. 190,000 compounds, 2.1% hits. mitochondrial fusion phenotypic screen, WT strain; in the data active = inhibition above about 58%; tested in S. cerevisiae
HEK293 NOD2/NF-kB = NOD2 signaling inhibitors, cell-based, luminescence, uHTS, HEK293 (AID 1566); HEK293 NOD2/NF-kB luciferase reporter, luminescence; higher % means a stronger effect; inhibition, % at 4 µM, or EC50 in µM where a hit was titrated; 290,000 compounds, 0.63% hits; in the data active = inhibition above about 50%; note: many of its hits are not listed in these tables
MT stabilizer = stabilizes microtubules in HeLa cells; HeLa tubulin immunostaining HCS, 24 h; share of cells brighter than vehicle mean+2SD; % tubulin-high responders, % at 10 µM; 200,000 compounds, 0.83% hits; AID 2205;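 active = plate Z-score above 3 for both tubulin-high and condensed-nucleus cell shares, with cell loss under 80%, at 10 µM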;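 note: anti alpha tubulin signal scored within the nucleus-defined area of each cell; some results filed as inactive read as strong as hits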
Hep lipid drop = modulators of hepatic lipid droplet formation; AML12 mouse hepatocytes, oleate lipid droplets, BODIPY imaging; inhibition, % at 6.5 µM; 240,000 compounds, 0.4% hits; AID 1656;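 active = lipid droplet intensity inhibited by at least 50%, with more than 500 cells counted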
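Material – mouse AML12 hepatocyte cell line, fixed after treatment · Compound dosing – one dose, 6.5 µM compound · Times – compound with oleate, overnight · Measured by – Image-based BODIPY and DAPI two-channel analysis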
WT yeast gro inh mutant strain = also measured in WT yeast gro inh; calls as there; inhibition, %; mitochondrial fusion phenotypic screen, mutant strain inhibition
Dynein transport cytoplasmic EGFP = recorded beside Dynein transport, whose call it bears; z-score; measured here: cytoplasmic GR-EGFP intensity; stronger effect = higher value
Dynein transport nuclear GR-EGFP = second read-out of Dynein transport, no call of its own (marks repeat the call); z-score; measured here: nuclear GR-EGFP intensity;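 lower value marks the stronger effect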
Dynein transport cell count = also measured in Dynein transport; calls as there; z-score; measured here: cell count per field
Insulin prom up cell count = further read-out of Insulin prom up, marked with its call; cell count; measured here: cytotoxicity, nuclei count;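 total cells summed across four imaged fields per well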
Hep lipid drop cells 6.5 µM = recorded beside Hep lipid drop, whose call it bears; cell count; measured here: cell count, cytotoxicity flag;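 cells counted across two imaged fields per well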
b-catenin transl cell count 5 µM = further read-out of b-catenin transl, marked with its call; cell count; measured here: cell count, cytotoxicity flag
MT stabilizer Hoechst-high % = second read-out of MT stabilizer, no call of its own (marks repeat the call); % Hoechst-high responders; measured here: nuclear condensation Hoechst responders;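 share of cells brighter than vehicle mean plus two SD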
MT stabilizer cytotoxicity % = recorded beside MT stabilizer, whose call it bears; toxicity, %; measured here: cytotoxicity by cell density;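 0% = mean cell density of plate MIN control wells and 100% = no cells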
Autophagy mod cell loss 18 h = further read-out of Autophagy mod, marked with its call; toxicity, %; measured here: cell loss, nuclei count;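 cell loss after 18 h compound exposure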
Starred values were filed as active, the others as inactive; i = inactive; nt = not tested or not shown; + = active, no number.

SMILES	Autophagy mod	Autophagy mod cell loss 18 h	Dynein transport	Dynein transport cytoplasmic EGFP	Dynein transport nuclear GR-EGFP	Dynein transport cell count	Insulin prom up	Insulin prom up cell count	b-catenin transl	b-catenin transl cell count 5 µM	Yfh1-off respiration	WT yeast gro inh	WT yeast gro inh mutant strain	HEK293 NOD2/NF-kB	MT stabilizer	MT stabilizer Hoechst-high %	MT stabilizer cytotoxicity %	Hep lipid drop	Hep lipid drop cells 6.5 µM
Cc1[nH]c2ccccc2c1C(Nc1nccs1)c1ccncc1 (stereo not drawn)	i	17	-0.48	-0.24	-0.21	1.6	0.54	1479	-1.8	1085	i	6	-1	16%	4.3	2.7	8.5	20	626
COc1ccc(C)cc1S(=O)(=O)N(C)CC(=O)N1CCC(C(N)=O)CC1	i	-34	0.21	-0.26	0.35	0.26	0.7	1387	0.8	1533	i	-1	7	8%	3.5	1.8	7.4	-12	575
CCOCCCN1CN(Cc2ccco2)CNC1=S	i	2	0.14	-0.25	0.24	-0.15	0.48	1211	nt	nt	i	2	7	15%	3.0	2.2	5.7	-2	780
CCN(CC)CCCNC(=O)c1cn(C)c2ccc(S(=O)(=O)N(C)C)cc2c1=O	i	-10	1.9	-0.22	0.94	-0.29	-0.11	1727	-0.2	1119	i	6	5	9%	1.9	3.5	9.5	-29	506
O=C(NCc1cccc(Cl)c1)c1ccco1	i	27	-0.72	-0.28	-0.76	1.4	0.49	1309	-1.9	1096	i	0	16	-1%	3.6	2.1	10	-12	709
C=CCn1c(COc2ccccc2F)nnc1SCC(=O)NC(=O)NCc1ccco1	i	16	-1.1	-0.13	0.14	0.63	-0.89	767	-1.0	1194	i	-11	0	-3%	2.9	2.5	7.1	nt	nt
COc1ccc(C(=O)c2ccc(N(C)C)cc2)c2ccccc12	+	65*	-0.48	-0.15	-0.17	0.41	nt	nt	-2.0	1222	i	48	39	1%	11	34	44	-256	372
CC(C)N1CCN(Cc2ccsc2)CC1CCO (stereo not drawn)	i	-23	-0.23	-0.04	-0.021	0.71	0.42	1485	-0.5	1077	i	-13	3	-12%	2.1	1.4	4.9	0	523
C=CCn1c(COc2cccc3ccc(C)nc23)nnc1SCC(=O)OC	i	27	-0.38	-0.25	-0.0036	0.31	-1.4	1001	nt	nt	i	13	-4	-3%	1.1	1.7	5.6	nt	nt
Cc1onc(-c2c(Cl)cccc2Cl)c1-c1nc2cc(Cl)ccc2c(=O)o1	nt	nt	-4.1*	0.39*	-1.9*	-0.15*	1.3	1426	-0.7	1315	i	nt	nt	-10%	nt	nt	nt	-10	713
Cc1cc(C)n2cc(CSc3nc4cc(Cl)ccc4o3)nc2n1	i	-17	0.89	-0.29	1.2	-1.4	1.4	1329	-6.4	1155	i	-12	-16	-5%	2.3	2.2	4.0	-12	767
O=C(CSCc1nc2ccccc2[nH]1)N1CCN(c2ccc(F)cc2)CC1	i	0	-0.83	-0.18	-0.051	0.052	-0.19	555	-6.9	854	i	1	-4	38%	5.8	2.2	9.4	nt	nt
CNc1nc(Oc2ccc(=O)n(C)n2)nc(N2CCOCC2)n1	i	5	-0.21	-0.18	-0.5	-0.35	0.99	1469	-0.4	1324	i	-8	3	-2%	1.6	1.9	9.5	nt	nt
COc1cc(C2c3c(-c4ccccc4)n[nH]c3C(=O)N2c2ccccc2)ccc1O (stereo not drawn)	i	-12	0.32	-0.31	0.17	-0.24	nt	nt	0.5	1167	i	-3	1	12%	4.4	5.9	8.5	nt	nt
COc1ccc(CCN2C(=O)CC(NNC(=O)c3ccccc3Br)C2=O)cc1 (stereo not drawn)	i	26	1.3	-0.13	1.4	-2.9	-0.23	1486	0.7	1081	i	0	-6	-2%	6.0	2.9	2.0	-15	623

For convenience, 2 of the compounds above.
SMILES	Autophagy mod	Autophagy mod cell loss 18 h	Dynein transport	Dynein transport cytoplasmic EGFP	Dynein transport nuclear GR-EGFP	Dynein transport cell count	Insulin prom up	Insulin prom up cell count	b-catenin transl	b-catenin transl cell count 5 µM	Yfh1-off respiration	WT yeast gro inh	WT yeast gro inh mutant strain	HEK293 NOD2/NF-kB	MT stabilizer	MT stabilizer Hoechst-high %	MT stabilizer cytotoxicity %	Hep lipid drop	Hep lipid drop cells 6.5 µM
Cc1[nH]c2ccccc2c1C(Nc1nccs1)c1ccncc1 (stereo not drawn)	i	17	-0.48	-0.24	-0.21	1.6	0.54	1479	-1.8	1085	i	6	-1	16%	4.3	2.7	8.5	20	626
COc1ccc(C)cc1S(=O)(=O)N(C)CC(=O)N1CCC(C(N)=O)CC1	i	-34	0.21	-0.26	0.35	0.26	0.7	1387	0.8	1533	i	-1	7	8%	3.5	1.8	7.4	-12	575

Following part.
SMILES	Autophagy mod	Autophagy mod cell loss 18 h	Dynein transport	Dynein transport cytoplasmic EGFP	Dynein transport nuclear GR-EGFP	Dynein transport cell count	Insulin prom up	Insulin prom up cell count	b-catenin transl	b-catenin transl cell count 5 µM	Yfh1-off respiration	WT yeast gro inh	WT yeast gro inh mutant strain	HEK293 NOD2/NF-kB	MT stabilizer	MT stabilizer Hoechst-high %	MT stabilizer cytotoxicity %	Hep lipid drop	Hep lipid drop cells 6.5 µM
Cc1ccc2nc(-c3ccc(SCC(=O)Nc4ccc5c(c4)OCCO5)nc3)[nH]c2c1	i	9	-0.93	-0.31	-0.9	1.1	nt	nt	0.2	886	i	12	-7	-84%	6.0	4.8	0.8	-3	408
O=C(COc1cccc(-n2cnnn2)c1)NCCC1=CCCCC1	i	0	0.99	0.52	1.1	-1.5	-0.69	1080	-1.9	1044	i	15	19	-4%	8.2	1.5	5.2	nt	nt
COc1cc(-c2nc(C)c(C(C)=O)n2O)ccc1OCC(=O)Nc1ccc(Cl)cc1	i	16	-0.25	8.4e-05	-0.084	0.32	nt	nt	-1.8	510	i	46	37	11%	1.5	1.7	8.2	12	742
CCCCn1c(=O)c(CCC(=O)OCC(=O)NC(=O)NCCC(C)C)nc2ccccc21	i	-2	-0.6	-0.32	-0.22	0.79	-0.93	1324	0.7	1156	i	-14	-5	-5%	1.8	3.0	8.6	-8	704
CCCCn1nc2cc(C(=O)NCc3cc(C(F)(F)F)cc(C(F)(F)F)c3)ccc2c1OCC	i	10	0.53	-0.21	0.87	0.44	-0.17	1923	0.0	1028	i	11	22	14%	1.7	1.6	11	-3	637
Cc1cc(C)cc(NC(=S)NC2CC3CCCC(C2)N3CC(C)C)c1 (stereo not drawn)	i	-13	-0.77	-0.29	0.016	0.3	-0.23	1508	-1.0	1085	i	4	-13	17%	3.4	1.3	9.6	1	659
O=S1(=O)CCC(NC(=S)Nc2ccc(Cl)cc2)C1 (stereo not drawn)	i	4	0.16	-0.26	0.16	0.94	0.15	1304	-3.4	491	i	-7	7	-18%	3.0	2.3	10	12	674
CC(C)(C)n1nnnc1C(c1ccc(Cl)cc1)N1CCSCC1 (stereo not drawn)	i	12	0.47	-0.24	0.22	0.035	nt	nt	-0.7	1122	i	-10	3	7%	2.6	1.3	6.8	-4	766
CC(/C=N/n1c(-c2ccc(C)cc2)n[nH]c1=S)=C\c1ccco1	i	-4	-0.24	-0.25	-0.11	-0.24	-0.37	1445	0.2	1109	i	8	-13	24%	3.1	3.6	11	17	627
COc1ccc(Nc2ncnc3sc(-c4ccccc4)cc23)cc1	i	-2	-0.14	-0.2	-0.19	0.29	-0.14	1587	1.1	1446	i	18	18	-21%	1.7	1.6	2.8	nt	nt
O=C(C1CCN(S(=O)(=O)N2CCC3(CC2)OCCO3)CC1)N1CCC(Cc2ccccc2)CC1	i	1	-1.1	0.48	-0.37	0.39	-0.41	1588	-0.2	1258	i	0	7	26%	2.1	1.9	8.9	nt	nt
Nn1c(SCc2nc3ccccn3c2Br)nnc1-c1cccnc1	i	5	-0.034	-0.19	-0.21	0.025	0.68	1331	-0.2	753	i	-10	15	9%	1.8	1.6	2.4	nt	nt
C/C(=N\NC(=O)c1cc(C)oc1C)c1ccc2c(c1)OCO2	i	8	0.61	-0.25	0.55	-0.31	-0.09	1329	-2.9	1073	i	6	-7	-33%	1.3	1.6	3.3	3	702
COc1ccc(NC(=O)c2cccc(NC(=O)C3C4CC5OC(=O)C3C5C4)c2)c(OC)c1 (stereo not drawn)	i	-9	-1.2	-0.23	-0.63	-0.071	nt	nt	nt	nt	i	13	14	-5%	2.8	2.2	4.6	7	732
COc1cc(OC)cc(C(=O)Oc2c(CN3CCOCC3)cc(Cl)c3cccnc23)c1	nt	nt	-0.34	-0.22	-0.072	0.41	-0.02	1131	-1.7	1130	i	nt	nt	3%	nt	nt	nt	1	673
COc1ccc(C[C@H]2CN3C(=NC[C@@H]3Cc3ccc(O)cc3)N2C[C@H](C)NC(=O)CCC2CCCCC2)cc1	nt	nt	0.73	-0.6	0.37	-0.89	-0.59	1073	-1.4	1147	i	nt	nt	5%	nt	nt	nt	3	642
CCc1ccc(N(C(=O)c2csnn2)C(C(=O)NC(C)(C)CC)c2cccnc2)cc1 (stereo not drawn)	i	-5	-0.33	-0.25	-0.089	0.3	0.34	1308	-1.9	1071	i	3	0	10%	2.9	1.9	4.1	-4	707
C/C(CC(=O)Nc1ccc(C)c(Cl)c1)=N\NC(=O)c1ccncc1	i	3	-0.066	-0.27	-0.055	0.59	0.63	1189	0.5	1064	i	-11	4	8%	1.7	2.2	7.6	2	679
CC(=O)Oc1ccc2oc(/C=C/N(C)C)c([N+](=O)[O-])c2c1	i	0	-0.19	-0.061	-0.021	-0.091	-0.33	911	nt	nt	i	16	21	5%	2.7	1.7	20	14	827
CC(=O)c1cc2c(cc1N/C(=N/S(=O)(=O)c1ccccc1)c1ccc(Cl)cc1)OCO2	i	19	0.83	-0.29	1	-0.78	-0.32	1396	4.1	981	i	26	10	16%	4.4	2.1	6.3	27	714

A portion of the library; the hit share may differ from the screen's.
